Source: PubChem
NCI-60 one-dose screen, 48 h, at 10 µM unless noted. Numbers give growth in % (100 = growth as untreated, 0 = no growth, -100 = all killed).
HL-60(TB) – HL-60(TB) leukemia cells | 78,000 tested, 9% active | AID 1794776; active = growth percent below 10
Starred values were filed as active, the others as inactive; & = joins results of further samples; [ ] = another dose, or the depositor's remark.

`CCCn1cnc2c(c1=N)C(c1ccc(F)cc1)c1sc3c(CC)cccc3c1O2` (stereo unspecified) gave HL-60(TB) -36*.
`CC(C)N(C(N)=O)c1ccc2c(c1)OCO2` gave HL-60(TB) 107.
`O=C(N=Nc1c(O)[nH]c2ccc(Cl)cc12)c1ccc2nc(-c3ccc(Cl)cc3)[nH]c2c1` gave HL-60(TB) 45.
Screening CC(=O)Oc1cc2c(cc1Br)OCO2 returned HL-60(TB) 130.
Screening COc1ccc2[nH]cc(C(c3cc(F)cc(F)c3)c3c[nH]c4ccc(OC)cc34)c2c1 returned HL-60(TB) 131.
`CNCc1cccc2c1OCCCCCCC(C)(O)CC(C)(C)S(=O)(=O)c1ccc(cc1)-c1cnc(N)c(n1)C(=O)N2` (stereo unspecified) gave HL-60(TB) -44*.
`Cc1ccc(Nc2ccnc(Nc3ccc(-c4nnc(N)s4)cc3)n2)c(C)c1` gave HL-60(TB) 104.
C=CCCCCCCCCCBr was read as HL-60(TB) 87.
For O=C(CSc1nnnn1-c1ccccc1)c1cc2c(ccc3ccccc32)oc1=O the results were HL-60(TB) 134.
Screening C#CCN1C(=O)c2cccc3c(-c4ccc5c(c4)c(-c4nc6ccccc6s4)cn5CC=C)ccc(c23)C1=O returned HL-60(TB) 106.
`O=C1/C(=C/c2ccc(OCc3ccccc3F)cc2)Oc2cc(O)ccc21` gave HL-60(TB) 79.
Screening Cc1cc2n(n1)-c1ncccc1Oc1ccc(Cl)cc1-2 returned HL-60(TB) 99.
O=C(CSc1nc2c(c(=O)[nH]1)CCCC2)Nc1cccc(C(=O)O)c1 was read as HL-60(TB) 97.
`COc1nc(N)nc2c1N=C(c1ccc(C(F)(F)F)cc1)c1ccccc1N2` gave HL-60(TB) 106.
`Clc1ccc(Cc2nnc3sc(-c4ccc5c(c4)OCCO5)nn23)cc1` gave HL-60(TB) 102.
Screening CCCn1c(=S)sc2c(N/N=C/c3ccc(Cl)cc3)nc(C)nc21 returned HL-60(TB) 68.
C=CC[N+]1(CC)CCN=C1CCCCCCCCCCCCCCCCC (stereo unspecified) was read as HL-60(TB) -59*.
For CCCn1cnc2c(c1=N)C(c1ccc(F)cc1)c1sc3c(F)cccc3c1O2 (stereo unspecified) the results were HL-60(TB) 3.4*.
For N#CC1=C(N)Oc2c(ccc3cccnc23)C1c1ccccc1 (stereo unspecified) the results were HL-60(TB) 13.
CCC(=O)c1ccc(Cl)s1 was read as HL-60(TB) 70.
COc1cc(CN(CCC(O)N2CCCC2=O)Cc2ccccc2)cc(OC)c1OC (stereo unspecified) was read as HL-60(TB) 110.
For CCC(=O)c1ccc(N)cc1 the results were HL-60(TB) 111.
`O=C(CSc1nc2ccccc2c(=O)n1-c1ccccc1)N/N=C/c1ccc(Oc2ccc(Cl)cc2)cc1` gave HL-60(TB) 106.
For CCOC(=O)Cn1cnc(C)c1 the results were HL-60(TB) 104.
`O=C1CCc2c(sc3[nH]c(=S)n(Cc4ccc(Cl)cc4)c(=O)c23)C1` gave HL-60(TB) -5.3*.
C=C(C)[C@@H]1CC[C@]2(COCCC#N)CC[C@]3(C)[C@H](CC[C@@H]4[C@@](C)(CCCNCCC#N)[C@H](C(=C)C)CC[C@]43C)[C@@H]12 was read as HL-60(TB) -16*[100 µM].
For CCCCC1(CC)COC(CCC)OC1 (stereo unspecified) the results were HL-60(TB) 115.
`Cc1cc(=O)[nH][nH]c1=O` gave HL-60(TB) 58&80.
For Clc1ccc2c(c1)nnn1c3ncccc3c(Br)c21 the results were HL-60(TB) 113.
NC(=S)Nc1cccc(Cl)c1 was read as HL-60(TB) 65.
`C=CCn1c(SCC(=O)c2ccc(C)cc2)nnc1-c1c[nH]c2ccccc12` gave HL-60(TB) 90.
`CCN(CC)CCSCCNc1ccnc2cc(Cl)ccc12` gave HL-60(TB) 99.
Cn1cc(-c2nc(N)nnc2-c2c[nH]c3ccccc23)c2cc(Br)cnc21 was read as HL-60(TB) 4.2*.
For CCO[C@H]1CC[C@@]2(C)[C@@H](CC[C@@H]3[C@@H]2CC[C@@]2(C)[C@H]3C[C@@H]3OB(O)O[C@@H]32)C1 the results were HL-60(TB) 101.
Screening Cc1ccc[n+](CC(O)c2ccccc2)c1 (stereo unspecified) returned HL-60(TB) 85.
Screening COc1ccccc1N=NNc1ccc(S(=O)(=O)NC(C)=O)cc1 returned HL-60(TB) 102.
COc1ccc(C2=NN(c3ccccc3)C(c3ccc(OCc4ccc(C)cc4)c(OC)c3)C2)cc1OC (stereo unspecified) was read as HL-60(TB) 100.
Screening COc1ccc2cc(C#Cc3ccc(-n4c(/C=C/c5ccnc6ccccc56)nc5ccccc5c4=O)c(C)c3)ccc2c1 returned HL-60(TB) 80.
FC(F)(F)c1ccc2nc(-c3nc(-c4ccccc4)n4ccccc34)[nH]c2c1 was read as HL-60(TB) 108.
Screening COc1cc2ccccc2cc1C(=O)NC(=S)Nc1ccc(-c2nc3ccccc3o2)cc1 returned HL-60(TB) 101.

Sorted by formula weight (lowest first): 3 of the compounds above.
NC(=S)Nc1cccc(Cl)c1 was read as HL-60(TB) 65.
For Clc1ccc2c(c1)nnn1c3ncccc3c(Br)c21 the results were HL-60(TB) 113.
Screening COc1cc2ccccc2cc1C(=O)NC(=S)Nc1ccc(-c2nc3ccccc3o2)cc1 returned HL-60(TB) 101.

In the list so far, these have fluorine.
`CCCn1cnc2c(c1=N)C(c1ccc(F)cc1)c1sc3c(CC)cccc3c1O2` (stereo unspecified) gave HL-60(TB) -36*.
Screening COc1ccc2[nH]cc(C(c3cc(F)cc(F)c3)c3c[nH]c4ccc(OC)cc34)c2c1 returned HL-60(TB) 131.
`O=C1/C(=C/c2ccc(OCc3ccccc3F)cc2)Oc2cc(O)ccc21` gave HL-60(TB) 79.
`COc1nc(N)nc2c1N=C(c1ccc(C(F)(F)F)cc1)c1ccccc1N2` gave HL-60(TB) 106.
For CCCn1cnc2c(c1=N)C(c1ccc(F)cc1)c1sc3c(F)cccc3c1O2 (stereo unspecified) the results were HL-60(TB) 3.4*.
FC(F)(F)c1ccc2nc(-c3nc(-c4ccccc4)n4ccccc34)[nH]c2c1 was read as HL-60(TB) 108.

New compounds follow.
Screening Cc1ccc(-c2csc(NC(=O)CSc3nc(-c4ccccc4)c(C#N)c(=O)[nH]3)n2)cc1 returned HL-60(TB) 88.
CC(=O)Nc1cc2c(cc1[N+](=O)[O-])-c1ccc(F)cc1C2 was read as HL-60(TB) 111.
COc1cc(CNC(=O)Cc2ccccc2)ccc1OCc1cn(-c2cccc(C(F)(F)F)c2)nn1 was read as HL-60(TB) 100.
For CN1CCC2(O)OCCCC2C1 (stereo unspecified) the results were HL-60(TB) 113.
C=CCON(C)c1ccccc1 was read as HL-60(TB) 100.
Screening [O-]/[N+](=C\c1ccccc1)CC1(O)CCCCC1 returned HL-60(TB) 99.
For O=C(O)C1=C(C(=O)O)C2CCC1C2 the results were HL-60(TB) 94.
For CC(C)(C)n1nnnc1C(Nc1cccc(C(F)(F)F)c1)c1cc2cccc3ccc4cccc1c4c32 (stereo unspecified) the results were HL-60(TB) 94.
`O=C1NCC(=O)N(Cc2cccnc2)[C@H]1Cc1ccccc1` gave HL-60(TB) 83.
Screening N#Cc1ccc(NS(=O)(=O)c2ccc(-c3ccc(Cl)cc3Cl)cc2)cc1 returned HL-60(TB) 94.
Screening CCCC1OCCS1 (stereo unspecified) returned HL-60(TB) 102.
Oc1ccc2ccc3cccc4ccc1c2c34 was read as HL-60(TB) 93.
Screening CN(C)CCCNC(=O)c1cncnc1Nc1ccc2c(ccn2Cc2cccc(F)c2)c1 returned HL-60(TB) 93.
CCOc1ccc([C@H]2C(C(=O)c3ccc(Cl)cc3)C3(N[C@@H]2c2ccccc2)C(=O)Nc2ccccc23)cc1 (stereo partly specified) was read as HL-60(TB) 68.
`Cc1cccc[n+]1CCC1CCCCC1` gave HL-60(TB) 90.
Screening Cc1cccc(-c2n[nH]c(=S)n2N2C(=O)CSC2=S)c1 returned HL-60(TB) 99.
O=C(Nc1nc2ccccc2s1)c1ccc(F)cc1 was read as HL-60(TB) 111.
Screening COc1ccc2ncc(C#Cc3cncc(C(=O)Nc4ccc(CN5CCN(C)CC5)c(C(F)(F)F)c4)c3)n2n1 returned HL-60(TB) -60*.
Cc1cccc2c1nc(-c1ccc3c(c1)OCO3)n2Cc1c(F)cccc1F was read as HL-60(TB) 85.
Clc1nnc2ccc(Oc3cccc(-c4ccc(Oc5ccccc5)cc4)c3)nn12 was read as HL-60(TB) 66.

Molecules shown so far containing a cyano group (4):
For N#CC1=C(N)Oc2c(ccc3cccnc23)C1c1ccccc1 (stereo unspecified) the results were HL-60(TB) 13.
C=C(C)[C@@H]1CC[C@]2(COCCC#N)CC[C@]3(C)[C@H](CC[C@@H]4[C@@](C)(CCCNCCC#N)[C@H](C(=C)C)CC[C@]43C)[C@@H]12 was read as HL-60(TB) -16*[100 µM].
Screening Cc1ccc(-c2csc(NC(=O)CSc3nc(-c4ccccc4)c(C#N)c(=O)[nH]3)n2)cc1 returned HL-60(TB) 88.
Screening N#Cc1ccc(NS(=O)(=O)c2ccc(-c3ccc(Cl)cc3Cl)cc2)cc1 returned HL-60(TB) 94.

New compounds follow
Screening NCCCCN(C[C@H]1Cc2ccccc2CN1)[C@H]1CCCc2cccnc21 returned HL-60(TB) 53.
`CC(NCc1ccccc1)c1cc(Cl)ccc1O` (stereo unspecified) gave HL-60(TB) 100.
`CC1(C)CCC(C)(C)c2cc(NC(=O)c3ccc(C(=O)NC#N)cc3)ccc21` gave HL-60(TB) 98.
O=S(=O)(O)CC(O)CN1CCN(CCO)CC1 (stereo unspecified) was read as HL-60(TB) 96.
Screening OC(c1ccccc1)c1n[nH]c(=S)n1-c1ccc(F)cc1 (stereo unspecified) returned HL-60(TB) 76.
CCCCCCc1nc2nc(Cl)c(Cl)nc2[nH]1 was read as HL-60(TB) 40.
For CS(=O)(=O)c1ccc(-n2nc(C(=O)N(O)Cc3ccccc3)cc2-c2ccccc2)cc1 the results were HL-60(TB) 84.
Screening C/C(=N\NC(=S)Nc1cccc(Cl)c1Cl)c1sc(Nc2cccc(Cl)c2)nc1C returned HL-60(TB) 87.
`COc1ccccc1N1CCN(CCc2c[nH]c3cc4c(cc23)OCO4)CC1` gave HL-60(TB) 65.
For CC1CCCCN1/N=N/c1nc2c([nH]1)c(=O)n(C)c(=O)n2C (stereo unspecified) the results were HL-60(TB) 95.
C#COc1cccc(Nc2ncnc3ncc(NC(=O)C=C)cc23)c1 was read as HL-60(TB) 77[6.25 µM].
COc1ccc(-c2oc3c(OC)c4c(c(OC)c3c2CC(=O)N2CCOCC2)OCO4)cc1 was read as HL-60(TB) 101.
For COc1ccc(C(C)=C(c2ccc(OCCN(C)C)cc2)c2ccc(OCCN(C)C)cc2)cc1 the results were HL-60(TB) -63*.
Screening Cc1cc(Br)cc(Br)c1OCC(=O)O returned HL-60(TB) 92.
Screening CCOc1ccc(I)cc1 returned HL-60(TB) 128.
`COc1ccc(-c2cn(-c3ccc(Cl)cc3)c(SCC(=O)c3ccc(C)cc3)n2)cc1` gave HL-60(TB) 72.
For Cc1cc(C2C(=O)NC(=O)C2=O)c(C)cc1Br (stereo unspecified) the results were HL-60(TB) 97.
Screening CC(=O)c1nc2ccccc2n1CCn1cc(CC(N)C(=O)O)c2ccccc21 (stereo unspecified) returned HL-60(TB) 100.
COc1ccc(-c2nc(SCCC(C)C)nc(N/N=C(/C)c3ccc(N)cc3)c2C#N)cc1 was read as HL-60(TB) 84.
Screening O=C(CSc1oc(-c2ccccc2)nc1S(=O)(=O)c1ccc(Br)cc1)c1ccccc1 returned HL-60(TB) 99.
Cc1cc(=O)oc2cc(OCCCCOc3ccc(/C=C/C(=O)Nc4cccc(Cl)c4)cc3)ccc12 was read as HL-60(TB) 97.
For COC(=O)C1=C(C)NC(C)=C(C(=O)OCc2ccccc2)C1c1cccc(C#N)c1 (stereo unspecified) the results were HL-60(TB) 56.
`COCCOCCOCCOc1ccc(-n2cc(-c3ccc(O[C@H]4O[C@@H]5OC6(C)CC[C@H]7[C@H](C)CC[C@@H]([C@H]4C)[C@@]57OO6)cc3)nn2)cc1` gave HL-60(TB) 10.
For O=C1/C(=C/c2cccc([N+](=O)[O-])c2)Sc2scc(-c3ccc([N+](=O)[O-])cc3)[n+]21 the results were HL-60(TB) 100.
`COc1ccc(-c2nn(-c3ccccc3)cc2/C=C2\SC(=S)N(C)C2=O)cc1` gave HL-60(TB) 101.
Screening CCOc1nc(-c2ccccc2)cc2c(O)c(C(=O)N/N=C/c3ccc(O)cc3)[nH]c(=O)c12 returned HL-60(TB) 99.
For CCCCCCCCCCCCc1ccc(C(C)=O)cc1 the results were HL-60(TB) 102.
NC(=O)C(F)(F)Cl was read as HL-60(TB) 107.
`O=C(c1ccc(-c2nc(CSc3nc4ccccc4s3)no2)cc1)N1CCSCC1` gave HL-60(TB) 27.
C#CCn1cc(/C=N/Nc2nc(-c3ccc(F)cc3)cs2)c2ccccc21 was read as HL-60(TB) 101.
`COc1ccc(CCN2COc3c([C@@H](C)CCC=C(C)C)ccc(C)c3C2)cc1OC` gave HL-60(TB) 29.
CC(=O)c1ccc(C(C)C)cc1 was read as HL-60(TB) 84.
Screening O=C(O)c1cccc(Cc2cccc(C(=O)O)c2)c1 returned HL-60(TB) 50.
`O=C1/C(=C/c2ccccc2)CCc2nc3ccccc3c(/C=C/c3ccc(Cl)cc3)c21` gave HL-60(TB) 83.
`CN(C)c1ccc(N=Cc2cc[n+](C)cc2)cc1` gave HL-60(TB) 64.
For COc1cc(/C=C/C(=O)O)ccc1OCc1cn(-c2cccc([N+](=O)[O-])c2)nn1 the results were HL-60(TB) 102.
Screening O=C1/C(=C\C(Cl)=C/c2ccc([N+](=O)[O-])cc2)SC(=S)N1CCc1ccc(O)cc1 returned HL-60(TB) 2.2*.
COc1ccc(CCn2cncc2-c2c[nH]c3ccc(Br)cc23)cc1 was read as HL-60(TB) 52.
Screening CC(=O)c1ccc(C)c(N)c1 returned HL-60(TB) 95.
N#CCCN(CCCN1CCOCC1)CN1C(=O)c2ccccc2C1=O was read as HL-60(TB) 83.
For O=C(O)CCC(=O)c1ccc2oc3ccccc3c2c1 the results were HL-60(TB) 91.

These rows are one share of the data. The share of hits here may be higher or lower than overall.
